Bioassay records (PubChem)
Jurkat NFkB inh: inhibitors of the PMA/ionomycin-induced NF-kB reporter in Jurkat cells; PMA/ionomycin-induced NF-kB luciferase reporter, luminescence; inhibition, % at 4 µM; 330,000 compounds, 0.53% hits; in the data active means inhibition above about 50%
tim10-1 inh: tim10-1 yeast growth inhibition. S. cerevisiae tim10-1 ts strain growth, BacTiter-Glo, 24 h. inhibition, % at 20 µM. 330,000 compounds, 2.2% hits;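 active means inhibition of at least 40%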;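 further: mutant grown at 25 °C; 0% = DMSO wells with yeast and 100% = wells holding no yeast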
697 NFkB inh: inhibitors of the PMA/ionomycin-induced NF-kB reporter in 697 B cells; 697 B-cell NF-kB luciferase reporter, 16 h; inhibition, % at 4 µM; 330,000 compounds, 0.33% hits; in the data active means inhibition above about 35%
tim23-1 inh: growth inhibitors of tim23-1 mutant yeast. inhibition, % at 20 µM. S. cerevisiae tim23-1 growth, BacTiter-Glo luminescence, 24 h. 330,000 compounds, 1.3% hits. AID 463212;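 active means growth inhibition of the mutant yeast at or above 50%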;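 further: temperature-sensitive mutant grown at 25 °C; plate controls were DMSO-treated mutant yeast for no effect and medium wells lacking yeast for full effect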
CHOP UPR activ: activators of apoptotic arm of unfolded protein response (CHOP); CHO-CHOP luciferase reporter, UPR activation, luminescence; percent of tunicamycin response over DMSO baseline; activation, % at 10 µM; 330,000 compounds, 0.34% hits; AID 449763;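 active means at 10 µM dose, activation of 40% or more, normalized to positive control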;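 further: 100% = tunicamycin at 10 µg/mL and 0% = DMSO alone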
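System: CHO-CHOP luciferase reporter cell line | Buffer or medium: F12 medium containing 10% fetal bovine serum | Doses: One dose, 10 µM in 0.5% DMSO | Times: 6 h compound exposure at 37 °C after overnight seeding | Signal: Luciferase luminescence | Read-out: % activation vs tunicamycin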
TIM10 inh: inhibits growth of TIM10 yeast strain; S. cerevisiae TIM10 strain growth, BacTiter-Glo luminescence, 24 h; inhibition, % at 10 µM; 330,000 compounds, 1.4% hits; AID 463195;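 active means inhibition of 40% or more at the single tested concentration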;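 further: wild-type TIM10 isogenic control strain grown at permissive 25 °C; 0% = DMSO yeast wells and 100% = minimal medium wells without yeast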
Mdm2 MdmX PPI: disrupts the human Mdm2-MdmX interaction; O15151+Q00987; SaOS-2 split-luciferase Mdm2/MdmX complementation, luminescence; inhibition, % at 8 µM; 330,000 compounds, 3% hits; AID 485346;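 active means inhibition of at least 50% at 8 µM in the primary screen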
Target sequence (O15151 whole entry, looked up): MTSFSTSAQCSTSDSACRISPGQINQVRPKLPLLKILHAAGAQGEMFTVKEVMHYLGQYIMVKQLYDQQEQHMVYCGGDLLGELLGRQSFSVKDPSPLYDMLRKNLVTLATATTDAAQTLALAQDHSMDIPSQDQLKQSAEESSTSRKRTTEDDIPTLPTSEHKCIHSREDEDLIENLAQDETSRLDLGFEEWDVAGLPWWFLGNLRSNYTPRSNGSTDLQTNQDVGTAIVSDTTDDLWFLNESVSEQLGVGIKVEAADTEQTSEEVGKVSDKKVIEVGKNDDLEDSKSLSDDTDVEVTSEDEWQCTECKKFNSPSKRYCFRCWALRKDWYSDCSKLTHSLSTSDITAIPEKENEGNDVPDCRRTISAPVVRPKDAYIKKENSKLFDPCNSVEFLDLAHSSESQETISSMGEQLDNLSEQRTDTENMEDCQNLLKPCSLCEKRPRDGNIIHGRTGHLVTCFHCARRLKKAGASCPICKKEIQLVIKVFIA
Target sequence (Q00987 whole entry, looked up): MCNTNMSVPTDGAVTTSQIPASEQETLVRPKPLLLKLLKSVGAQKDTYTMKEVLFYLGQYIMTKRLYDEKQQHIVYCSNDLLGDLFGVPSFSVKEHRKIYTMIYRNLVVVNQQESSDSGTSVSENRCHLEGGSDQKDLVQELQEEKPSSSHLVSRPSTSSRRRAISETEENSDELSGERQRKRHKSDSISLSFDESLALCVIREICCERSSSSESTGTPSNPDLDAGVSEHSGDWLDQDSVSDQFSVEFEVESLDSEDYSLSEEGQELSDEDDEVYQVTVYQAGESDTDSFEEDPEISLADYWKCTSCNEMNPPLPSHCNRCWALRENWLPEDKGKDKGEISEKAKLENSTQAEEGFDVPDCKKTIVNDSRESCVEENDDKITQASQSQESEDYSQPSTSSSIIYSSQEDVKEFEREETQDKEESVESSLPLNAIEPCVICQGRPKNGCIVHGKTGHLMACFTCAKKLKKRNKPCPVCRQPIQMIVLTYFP
UPR XBP1 act: adaptive UPR (XBP1) activation. CHO-XBP1 luciferase reporter, IRE1-XBP1 UPR activation, luminescence; percent of tunicamycin response, DMSO as zero. activation, % at 20 µM. 330,000 compounds, 0.33% hits. AID 463104;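 active means versus positive control, 20 µM dose yields 30% or more activation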;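 further: 100% = tunicamycin at 10 µg/mL and 0% = DMSO only wells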
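assay system = CHO-XBP1 luciferase reporter cells | amount = 1000 cells/well | buffer or medium = F12 plus 10% FBS | compound dosing = single point, 20 µM final compound, 1% DMSO | incubation = 16-18 h cell attachment at 37 °C, then 6 h compound exposure | detection = Steady-Glo luminescence read | controls = tunicamycin 10 µg/mL and vehicle-only wells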
Active calls of the source: *. Hits appear at their usual frequency (roughly 6.6% active in at least one column).

SMILES | Jurkat NFkB inh | tim10-1 inh | 697 NFkB inh | tim23-1 inh | CHOP UPR activ | TIM10 inh | Mdm2 MdmX PPI | UPR XBP1 act
O=C(Cn1nc(C(F)(F)F)c2c1CCCC2)NCc1ccco1 | 0 | 12 | 12 | 12 | -2.4 | 20 | 6 | 0
COc1cccc(CN2CCN(Cc3cc(OC)c(OC)cc3OC)CC2)c1 | -12 | 20 | -25 | -15 | -1.5 | -11 | -12 | -2
CN1CCN(c2nc3c(c(=O)[nH]c(=O)n3C)n2CCSc2nnnn2-c2ccccc2)CC1 | -3 | 3 | 14 | 10 | 0.1 | 10 | 11 | 1
O=C(CNc1c(Br)cc(Br)cc1Br)NN=C1CCCCC1 | -9 | 29 | 12 | 30 | -1.4 | 26 | 2 | 0
COc1ccc(/C=N/NC(=O)CCc2nc3ccccc3[nH]2)cc1 | 26 | -3 | -67 | 8 | 3.3 | -12 | -39 | -2
COc1ccc(CC(=O)NC(C)c2nnc(SCCC(=O)Nc3ccccc3)n2C)cc1 (stereo not drawn) | -9 | -9 | 10 | 0 | 2.8 | -13 | 13 | -3
O=C(CSc1ccc2c(c1)OCCO2)NCc1ccco1 | 3 | 25 | -3 | 10 | 2.3 | 6 | 27 | 0
CCCCn1c(N)c(N(CCC(C)C)C(=O)C2CC(=O)N(CCc3ccc(OC)c(OC)c3)C2)c(=O)[nH]c1=O (stereo not drawn) | 11 | 11 | 20 | 1 | -0.4 | 10 | 22 | -4
CCOCCOC(=O)c1ccc(-n2cncn2)nc1 | 12 | -2 | 5 | 46 | 2.1 | 8 | -24 | -2
N#Cc1ccccc1NC1=CC(=O)CCC1 | 9 | 6 | 21 | 3 | 1.2 | -2 | -12 | -1
Cc1cccc([N+](=O)[O-])c1NC(=O)COC(=O)C1CC2CCCC(C1)C2=O (stereo not drawn) | 4 | -1 | 10 | 12 | 0.2 | 12 | 12 | -4
CCc1noc(C)c1C(=O)N1CCCC(C(=O)c2cc(F)ccc2F)C1 (stereo not drawn) | 2 | 25 | -8 | 17 | -1.3 | 17 | 5 | 0
O=C(Nc1cccnc1)c1ccc(F)cc1 | 0 | 3 | 3 | 13 | 1.7 | 0 | -17 | 0
CCOC(=O)c1c(C)oc2ccc(NS(=O)(=O)c3cccs3)cc12 | 1 | 42* | 4 | 37 | 0.8 | 29 | 19 | -1
O=C(CN1CCN(S(=O)(=O)c2cc(C(F)(F)F)ccc2Cl)CC1)N1CCc2ccccc2C1 | 0 | 34 | -2 | 40 | 1.1 | 13 | 16 | -4
O=C(NCC(=O)N(c1ccccc1)C(C(=O)NCC1CCCO1)c1ccccc1)c1cccs1 (stereo not drawn) | 1 | 4 | 4 | 0 | -0.7 | -12 | 12 | -2
CCOC(=O)c1ccc(N(C(=O)c2cnccn2)C(C(=O)NC2CCCCC2)c2cn(C)nc2C)cc1 (stereo not drawn) | 8 | -18 | 14 | -1 | 2.3 | 1 | 26 | -1
Cc1cc2nc(-c3ccncc3)cc(C(F)(F)F)n2n1 | 6 | 2 | 14 | 4 | 2.2 | 2 | -14 | 1
COC(=O)C1=NN(c2ccccc2)C2(S1)SC(C(C)=O)=C(C)N2c1ccccc1 (stereo not drawn) | 5 | 33 | 11 | 31 | -0.3 | 25 | 16 | -1
Cc1cc(NC(=O)c2noc3c2CCCC3)n(-c2ccccc2)n1 | -5 | 17 | 1 | 12 | -1.2 | 13 | 13 | -2
Cc1cc(C)c2cc(C(=O)N3CCC(N4CCCCC4)CC3)[nH]c2c1 | -27 | -10 | -9 | -19 | 2.3 | -13 | 24 | -6
COc1ccc(NS(=O)(=O)NC(=O)c2cn(C)c3ccccc23)cc1 | 12 | 3 | 3 | 3 | 0.7 | -8 | 11 | -8
CCOc1ccc2[nH]c(=O)c(CN(Cc3nnnn3CCc3ccccc3)CC3CCCO3)cc2c1 (stereo not drawn) | 0 | -5 | 5 | 13 | 7.3 | -16 | -15 | -4
CN(C)c1ccc(/C=N/N(CCC#N)C2=NS(=O)(=O)c3ccccc32)cc1 | -4 | -16 | 0 | -13 | -1.6 | 5 | -2 | 3
CN(C)C(=O)NC(O)C(Cl)Cl (stereo not drawn) | 8 | -25 | 7 | 4 | 0.6 | 7 | -11 | -3

Reformatted: 6 of the compounds above
| canonical_smiles | Jurkat NFkB inh | tim10-1 inh | 697 NFkB inh | tim23-1 inh | CHOP UPR activ | TIM10 inh | Mdm2 MdmX PPI | UPR XBP1 act |
| --- | --- | --- | --- | --- | --- | --- | --- | --- |
| O=C(NCC(=O)N(c1ccccc1)C(C(=O)NCC1CCCO1)c1ccccc1)c1cccs1 (stereo not drawn) | 1 | 4 | 4 | 0 | -0.7 | -12 | 12 | -2 |
| O=C(CSc1ccc2c(c1)OCCO2)NCc1ccco1 | 3 | 25 | -3 | 10 | 2.3 | 6 | 27 | 0 |
| CCOC(=O)c1c(C)oc2ccc(NS(=O)(=O)c3cccs3)cc12 | 1 | 42* | 4 | 37 | 0.8 | 29 | 19 | -1 |
| CN(C)c1ccc(/C=N/N(CCC#N)C2=NS(=O)(=O)c3ccccc32)cc1 | -4 | -16 | 0 | -13 | -1.6 | 5 | -2 | 3 |
| Cc1cc2nc(-c3ccncc3)cc(C(F)(F)F)n2n1 | 6 | 2 | 14 | 4 | 2.2 | 2 | -14 | 1 |
| COc1ccc(CC(=O)NC(C)c2nnc(SCCC(=O)Nc3ccccc3)n2C)cc1 (stereo not drawn) | -9 | -9 | 10 | 0 | 2.8 | -13 | 13 | -3 |

5 compounds drawn at random from the list so far:
SMILES | Jurkat NFkB inh | tim10-1 inh | 697 NFkB inh | tim23-1 inh | CHOP UPR activ | TIM10 inh | Mdm2 MdmX PPI | UPR XBP1 act
COc1ccc(CC(=O)NC(C)c2nnc(SCCC(=O)Nc3ccccc3)n2C)cc1 (stereo not drawn) | -9 | -9 | 10 | 0 | 2.8 | -13 | 13 | -3
N#Cc1ccccc1NC1=CC(=O)CCC1 | 9 | 6 | 21 | 3 | 1.2 | -2 | -12 | -1
CN(C)c1ccc(/C=N/N(CCC#N)C2=NS(=O)(=O)c3ccccc32)cc1 | -4 | -16 | 0 | -13 | -1.6 | 5 | -2 | 3
CN1CCN(c2nc3c(c(=O)[nH]c(=O)n3C)n2CCSc2nnnn2-c2ccccc2)CC1 | -3 | 3 | 14 | 10 | 0.1 | 10 | 11 | 1
Cc1cc(C)c2cc(C(=O)N3CCC(N4CCCCC4)CC3)[nH]c2c1 | -27 | -10 | -9 | -19 | 2.3 | -13 | 24 | -6

An excerpt from above in order of their number in TIM10 inh, smallest number first.
mol,TIM10 inh
O=C(NCC(=O)N(c1ccccc1)C(C(=O)NCC1CCCO1)c1ccccc1)c1cccs1 (stereo not drawn),-12
COc1cccc(CN2CCN(Cc3cc(OC)c(OC)cc3OC)CC2)c1,-11
COc1ccc(NS(=O)(=O)NC(=O)c2cn(C)c3ccccc23)cc1,-8

Next part:
SMILES | Jurkat NFkB inh | tim10-1 inh | 697 NFkB inh | tim23-1 inh | CHOP UPR activ | TIM10 inh | Mdm2 MdmX PPI | UPR XBP1 act
O=C(CSc1ccc(-c2ccco2)nn1)Nc1cccc(F)c1 | -1 | 4 | 0 | 37 | 4.3 | 7 | 14 | -1
CC(C)[C@H](N)C(=O)N1CCC(C(=O)N[C@@H](Cc2ccccc2)C(=O)NCc2ccc(F)cc2)CC1 | 8 | 16 | 8 | -3 | 1.2 | 15 | 13 | -4
COc1ccccc1CCNC(=O)C(=O)NCC1OCCN1S(=O)(=O)c1ccc2c(c1)OCCO2 (stereo not drawn) | -18 | 6 | 6 | 0 | -0.2 | 5 | 18 | -3
CCOc1ccccc1N1CCN(S(=O)(=O)c2ccc(Cl)s2)CC1 | 14 | 33 | 21 | 33 | 1.0 | 27 | -16 | -2
O=C1c2cc(CO)cc(O)c2C(=O)c2c(O[C@@H]3OC(CO)[C@@H](O)[C@@H](O)[C@@H]3O)cccc21 (stereo partly drawn) | -11 | -6 | 1 | 3 | 1.0 | -6 | 11 | -3
c1cc2c(nn1)CCc1nonc1-2 | 0 | -18 | -5 | -7 | -1.6 | -8 | 6 | 1
N=c1c2c(-c3ccccc3)c(-c3ccccc3)n(Cc3ccco3)c2ncn1CCCN1CCOCC1 | -10 | 12 | -10 | 8 | -1.2 | -13 | 100* | 4
O=C(COC(=O)c1ccccc1O)NCCC1=CCCCC1 | 13 | 17 | 12 | 3 | 2.1 | 6 | 1 | 3
COc1ccccc1Oc1nc(C)c(C(C)=O)cc1C#N | -2 | 10 | 6 | 1 | -0.5 | -10 | 16 | -2
CC(NC(=S)NC1CCCCC1)c1ccc(C(C)(C)C)cc1 (stereo not drawn) | 31 | 35 | -39 | 33 | 4.5 | 16 | 67* | -3
COCCCNC(=O)CCSc1ccc(C)cc1 | -6 | 8 | 7 | 6 | 3.6 | -7 | -8 | -1
COc1ccnc(CS(=O)c2nc3cc(C(O)(F)F)ccc3[nH]2)c1OC (stereo not drawn) | -7 | 11 | -19 | 10 | 0.9 | 1 | 7 | 4
O=C(CSc1nnc(NC2CC2)s1)Nc1ccc(N2CCOCC2)cc1 | -14 | -7 | 8 | -10 | -0.7 | 2 | 7 | -3
CCC(C)NC(=O)COC(=O)c1cccnc1Nc1ccccc1F (stereo not drawn) | 9 | 17 | 18 | 9 | 0.2 | 16 | 12 | 1
Cc1cc(C)cc(N2C(=O)CCN(Cc3ccccc3)C2=O)c1 | 8 | -11 | -6 | 17 | 0.1 | 5 | -15 | 3
Cc1c(C(=O)Oc2cccc3cccnc23)oc2ccccc12 | 8 | 36 | 24 | 65* | 2.7 | 53* | 1 | 11
C=CCOc1cccc(C2C(C(=O)c3cccs3)=C(O)C(=O)N2Cc2cccnc2)c1 (stereo not drawn) | 11 | -3 | 0 | -7 | 0.5 | -14 | 11 | 0
Cc1ccc(S(=O)(=O)CC(=O)Nc2ccc(F)c(F)c2F)cc1 | 11 | -4 | 14 | 16 | 0.0 | 13 | -1 | 3
O=C(Nc1ccnn1C1CCN(C/C=C/c2ccccc2)CC1)c1ccccc1Cl | 12 | 11 | 12 | 0 | 0.8 | -3 | 13 | 0
Cc1cccc(NC(=O)CN(C)CC(=O)NC(c2ccccc2)c2ccccc2)c1C | -7 | 14 | -6 | 11 | -1.1 | 10 | -3 | 0
CCc1ccc(OCc2ccc(C(=O)OC)o2)cc1 | -29 | 0 | -77 | -3 | 4.0 | -1 | -14 | -7
CCOc1ccc(-c2cc3nc(C4CCN(C(=O)OC(C)(C)C)CC4)c(C(=O)O)cn3n2)cc1 | 8 | 15 | 28 | 20 | 1.1 | 16 | -2 | 5
CN(C)S(=O)(=O)c1cccc(NC(=O)COC(=O)c2ccc([N+](=O)[O-])o2)c1 | -5 | 13 | 9 | 8 | 1.3 | 7 | 3 | -1
COc1ccc(C(=O)NCc2nnc(SCC(=O)NC3CCCCC3)o2)cc1 | 16 | -5 | 17 | 2 | 1.0 | -5 | -16 | 0
CSc1ccccc1C(=O)Nc1ccc2c(c1)CCC2 | -43 | -18 | -19 | 35 | 2.7 | 9 | -27 | -3
Cc1nc2cc(-c3ccccc3)[nH]n2c(=O)c1C | -57 | -23 | -53 | -3 | 7.9 | -19 | -37 | -2
COc1ccc(C(CC(=O)NC(C)(C)C)n2cccc2)cc1 (stereo not drawn) | -14 | 3 | 19 | 0 | 1.4 | 1 | 2 | -1
O=C1CC(N2CCN(C(c3ccccc3)c3ccccc3)CC2)C(=O)N1Cc1ccc(N2CCCC2=O)cc1 (stereo not drawn) | 0 | 6 | -13 | 13 | -2.7 | -20 | -5 | 0
CCOc1ccc(/C=C/C(=O)OC(C)C(=O)NC2CCCCC2C)cc1OC (stereo not drawn) | 18 | 16 | 23 | 25 | -1.8 | 15 | 22 | 3
COc1ccc2[nH]c3c(c2c1)CCN1C(=O)N([C@@H](C)C(=O)NCc2ccc(F)cc2)C(=O)[C@]31C | 8 | 3 | -8 | 6 | -1.3 | -3 | 5 | -5
